High-throughput results deposited in PubChem by National Center for Advancing Translational Sciences (NCATS).
p53 reactivation: restores transcriptional activity of mutant p53; AID 504706; H1299 p53-A138V BP100-luciferase reporter, luminescence, 24 h; 320,000 compounds, 0.063% hits; Potency, µM (top dose mostly 92.2 µM), for inactives: at the top dose activity change, positive = activation, most hits filed as activators; further: potency means the concentration at half of the fitted maximal effect; % of control where 0% means no effect; nearly all actives have a fitted effect of over 45% in size
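p53-null H1299 cells stably carrying temperature-sensitive p53-A138V and a BP100-luciferase reporter were pinned with compounds (4-point, 1:5 series) and held 24 hrs at 37 deg C. Luminescence was read 10 min after detection reagent.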
NPC1 prom act: activators of NPC1 promoter; Huh7 NPC1 promoter luciferase reporter, 24 h; Potency, µM (highest dose often 9.22 µM), for inactives: top-dose activation, hits mostly activators; AID 485313; 320,000 compounds, 2.4% hits;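 further: potency means the concentration at half of the fitted maximal effect; % of control where 0% means no effect; nearly all actives have a fitted effect of over 60% in size; reporter is driven by a mutant NPC1 promoter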
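Compounds in DMSO were transferred onto Huh7 NPC1-luciferase reporter cells pre-incubated 2 h; after 24 h at 37 °C, Amplite reagent was dispensed and luminescence recorded 10 min later.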
BRCA1 expr up: increases BRCA1 expression. MCF7-BRCA1-FFLuc reporter, luminescence, 48 h; response scale: scaled: vehicle 0%, 10 µM genistein 100%. Potency, µM (titrated, usually from 46.1 µM), for inactives: at the top dose activation, actives largely listed as activators. 380,000 compounds, 1.1% hits. AID 624202; further: potency means the concentration at half of the fitted maximal effect; nearly all actives have a fitted effect of over 80% in size; some results filed as inactive show a strong effect at the top dose
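First, MCF7-BRCA1-FFLuc cells (2000/well) attach for 2 h; next, compounds are pin-added and incubated 48 h at 37 °C; finally, luciferase reagent is added and luminescence read after 15 min.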
ELG1 genotox: genotoxicity induction in ELG1-luciferase HEK293T cells; HEK293T ELG1-luciferase reporter, luminescence, 16 h; Potency, µM (doses to about 46 µM), for the others: top-dose activity change, positive = activation, usual class: activators; 330,000 compounds, 1.3% hits; AID 504466; further: potency means the concentration at half of the fitted maximal effect; % of control where 0% means no effect; nearly all actives have a fitted effect of over 60% in size
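Genotoxic stress is detected as increased luminescence from luciferase-tagged ELG1 in HEK293T cells, measured with ONE-Glo after a 16 hr treatment at 37 °C.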
RORgamma inh: inhibitors of mouse ROR gamma transcriptional activity | P51450 | Drosophila S2 Gal4-RORgamma UAS-luciferase reporter, 20 h | Potency, µM (doses to about 53.6 µM), without a hit: at the highest dose activity change, negative = inhibition, actives largely listed as inhibitors | 310,000 compounds, 5.4% hits; further: potency means the concentration at half of the fitted maximal effect; on the % scale 0 is the no-effect control and ±100 the full control effect; nearly all actives have a fitted effect of over 60% in size
Target sequence (P51450 whole entry, looked up, the tested form may be a part): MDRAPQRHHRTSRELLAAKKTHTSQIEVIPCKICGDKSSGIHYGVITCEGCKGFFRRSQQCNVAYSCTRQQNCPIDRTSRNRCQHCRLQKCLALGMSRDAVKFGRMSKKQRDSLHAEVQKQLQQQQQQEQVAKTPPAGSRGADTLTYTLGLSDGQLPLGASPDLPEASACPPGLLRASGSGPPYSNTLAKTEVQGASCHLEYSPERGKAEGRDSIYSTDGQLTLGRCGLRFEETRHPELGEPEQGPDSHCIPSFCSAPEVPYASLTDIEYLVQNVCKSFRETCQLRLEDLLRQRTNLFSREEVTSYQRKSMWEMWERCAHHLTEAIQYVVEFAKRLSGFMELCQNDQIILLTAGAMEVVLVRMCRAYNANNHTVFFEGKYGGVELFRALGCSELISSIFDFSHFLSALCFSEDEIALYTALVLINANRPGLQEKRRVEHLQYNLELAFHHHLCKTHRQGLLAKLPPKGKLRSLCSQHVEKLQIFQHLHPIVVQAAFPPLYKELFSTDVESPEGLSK
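Stable Schneider cell line, Gal4 DNA-binding domain fused to ROR gamma, UAS-luciferase. Cmpd 1 hr RT → CuSO4 700 uM final → 20 hr RT → luciferase reagent 10 min → luminescence.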
PKM2 act: PKM2 (human) enzyme activation. purified PKM2, Kinase-Glo ATP luminescence, activation; response scale: 0% is enzyme alone, no compound. P14618. 260,000 compounds, 0.34% hits. Potency, µM (highest dose often 57.5 µM), inactives show top-dose activation, hits mostly activators; further: potency means the concentration at half of the fitted maximal effect; on the % scale 0 is the no-effect control and ±100 the full control effect; nearly all actives have a fitted effect of over 55% in size
Target sequence (P14618 whole entry, looked up): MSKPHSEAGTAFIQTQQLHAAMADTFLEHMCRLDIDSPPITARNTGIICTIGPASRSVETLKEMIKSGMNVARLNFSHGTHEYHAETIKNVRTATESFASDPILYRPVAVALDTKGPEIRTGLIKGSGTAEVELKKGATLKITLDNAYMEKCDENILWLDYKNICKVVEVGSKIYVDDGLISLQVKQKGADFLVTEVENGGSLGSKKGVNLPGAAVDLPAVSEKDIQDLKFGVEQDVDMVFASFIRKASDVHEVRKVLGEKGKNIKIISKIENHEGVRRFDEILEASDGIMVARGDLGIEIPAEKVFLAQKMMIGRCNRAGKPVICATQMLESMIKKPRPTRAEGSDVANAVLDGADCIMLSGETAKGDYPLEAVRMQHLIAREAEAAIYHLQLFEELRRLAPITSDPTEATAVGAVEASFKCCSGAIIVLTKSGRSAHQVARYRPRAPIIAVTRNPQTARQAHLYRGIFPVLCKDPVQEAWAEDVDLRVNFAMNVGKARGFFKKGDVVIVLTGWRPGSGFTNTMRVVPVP
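ATP formation by purified human PK-M2, quantified via coupled luciferase luminescence after 1 h at room temperature with 0.1 mM ADP and 0.5 mM PEP final.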
VP16 counter: counter-screen for ROR gamma inhibitors: Gal4-VP16 reporter | Drosophila S2 Gal4-VP16 UAS-luciferase, luminescence, 20 h | Potency, µM (highest dose often 53.6 µM), for inactives: at the highest dose activity, negative = inhibition, most hits filed as inhibitors | 310,000 compounds, 3.5% hits | AID 2546;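 further: Gal4-VP16 expression switched on by copper sulfate through the metallothionein promoter; potency means the concentration at half of the fitted maximal effect; on the % scale 0 is the no-effect control and ±100 the full control effect; nearly all actives have a fitted effect of over 50% in size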
Menin MLL FP TR: inhibitors of human menin-MLL interaction, mutant MLL peptide. Potency, µM (highest dose often 61.6 µM), for the others: at the highest dose FP activity change, negative = inhibition, actives largely listed as inhibitors. 270,000 compounds, 0.23% hits. Menin + Texas Red MLL mutant peptide, fluorescence polarization. O00255; active means well fitted inhibition curve with a large enough effect in the polarisation, with a control signal flat, not every such curve was filed as active; inconclusive means small, poorly fitted or top-dose-only effect, or effect the other way, or a change in a side signal; inactive means no such curve, though single readings can be large or run the other way; the % refers to the polarisation; further: potency means the concentration at half of the fitted maximal effect; % of control where 0% means no effect; many of its hits are not listed in these tables
Giardia kill: Giardia lamblia killing; 340,000 compounds, 0.15% hits; activity change, % at 7.66 µM, hits read low; Giardia lamblia trophozoite viability; in the data active means activity change below about -80%; inconclusive means between about -30% and that limit;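 further: parasites exposed to compound for two days anaerobically before the ATP read; on the % scale 0 is the no-effect control and ±100 the full control effect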
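Luminescent ATP signal served as the viability read-out, measured 15-30 min after adding ATP detection reagent to trophozoites that had been incubated with compounds for 48 hrs at 37 deg C anaerobically at 100 cells/well.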
Rab9 promoter act: activators of Rab9 promoter; Huh7 Rab9 promoter-luciferase reporter, luminescence, 24 h; Potency, µM (series often up to 9.22 µM), inactives show at the highest dose activation, negative = inhibition, usual class: activators; 320,000 compounds, 2.8% hits; further: potency means the concentration at half of the fitted maximal effect; % of control where 0% means no effect; nearly all actives have a fitted effect of over 60% in size
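Huh7 reporter line, Rab9 promoter upstream of luciferase. Compound exposure 24 h at 37 °C in reduced-serum medium with 10% FBS. Read-out: luminescence.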
FLuc modulator: firefly luciferase modulation, counter-screen for miR-21 project; P08659; AID 588342; purified FLuc, Km substrates, luminescence inhibition; Potency, µM (top dose mostly 57.5 µM), for the others: at the top dose activity change, negative = inhibition, hits mostly inhibitors; 360,000 compounds, 6.9% hits;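 further: potency means the concentration at half of the fitted maximal effect; plate controls were vehicle for no effect and reference inhibitor for full effect; nearly all actives have a fitted effect of over 55% in size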
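Biochemical qHTS of compounds, final roughly 60 µM downward over six points, against 10 nM purified firefly luciferase using Km concentrations of substrates (10 uM D-luciferin, 10 uM ATP) in Tris acetate pH 7.5 buffer; luminescence output.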
The depositor's hits bear a star; [ ] = remark or other dose. Unless noted, the call rests on the fitted dose curve; in most records, active means well fitted curve in the direction sought with a large enough effect; inconclusive means small, poorly fitted or top-dose-only effect, or another doubt; inactive means no such curve, though single readings can be large; an effect the other way counts as inactive or inconclusive. Not all compounds are listed; rates above refer to the full screens.

For CN(C)c1ccc(N/C=C/C(=O)c2ccc(F)cc2)cc1 the results were p53 reactivation inconclusive, NPC1 prom act 3.16µM*, BRCA1 expr up -33.3%, ELG1 genotox 2.06µM*, RORgamma inh 10µM*, PKM2 act -16.1%, VP16 counter inconclusive, Menin MLL FP TR inconclusive, Giardia kill 11.4, Rab9 promoter act 2.51µM* and FLuc modulator 0.477µM*.
Cc1c(C#N)c2ncnc(N)c2n1-c1ccccc1 was read as p53 reactivation 0.7%, NPC1 prom act -0.5%, BRCA1 expr up -24.9%, ELG1 genotox -6.0%, RORgamma inh -10.8%, PKM2 act -2.1%, VP16 counter -7.8%, Menin MLL FP TR 1.3%, Giardia kill -18.4, Rab9 promoter act 3.0% and FLuc modulator 0.8%.
`O=C(/C=N/O)Nc1cccnc1` gave p53 reactivation 1.4%, NPC1 prom act 5.4%, BRCA1 expr up 1.8%, ELG1 genotox 2.8%, RORgamma inh -1.4%, PKM2 act 0.4%, VP16 counter -0.1%, Menin MLL FP TR -7.4%, Giardia kill 4.8, Rab9 promoter act 1.5% and FLuc modulator -1.6%.
For COc1ccc(CC2C(=O)OC(C)(C)OC2=O)cc1 the results were p53 reactivation 11.6%, NPC1 prom act -2.2%, BRCA1 expr up -18.5%, ELG1 genotox 0.8%, RORgamma inh 10.8%, PKM2 act 4.1%, VP16 counter -9.7%, Menin MLL FP TR 18.6%, Giardia kill 8.5, Rab9 promoter act -2.3% and FLuc modulator -0.3%.
`O=C(NN1C(=O)CSC1=S)c1cccnc1` gave p53 reactivation 2.3%, NPC1 prom act 3.9%, BRCA1 expr up -2.6%, ELG1 genotox -3.6%, RORgamma inh -1.6%, PKM2 act -3.0%, VP16 counter -8.4%, Giardia kill -1.1, Rab9 promoter act -1.3% and FLuc modulator 1.6%.
O=C(CSc1nc(-c2ccccc2)cc(=O)[nH]1)Nc1ccc(Br)cc1 was read as p53 reactivation -5.6%, NPC1 prom act 2.6%, BRCA1 expr up -3.0%, ELG1 genotox -0.7%, RORgamma inh -12.0%, VP16 counter -7.3%, Menin MLL FP TR -2.1%, Giardia kill -6.2, Rab9 promoter act 4.4% and FLuc modulator -11.4%.
`O=C(COc1ccc(/C=N/NC(=O)c2ccncc2)cc1)Nc1ccc([N+](=O)[O-])cc1` gave p53 reactivation -1.8%, NPC1 prom act -0.6%, BRCA1 expr up -5.7%, ELG1 genotox 2.2%, RORgamma inh inconclusive, PKM2 act -1.1%, VP16 counter 6.6%, Menin MLL FP TR 17.3%, Giardia kill -7.8, Rab9 promoter act 1.6% and FLuc modulator 0.0%.
`O=C(COc1ccccc1[N+](=O)[O-])N1CCCc2ccccc21` gave p53 reactivation 2.9%, NPC1 prom act 2.3%, BRCA1 expr up -3.1%, ELG1 genotox -2.2%, RORgamma inh 3.2%, VP16 counter -1.1%, Menin MLL FP TR -28.6%, Giardia kill -11.4, Rab9 promoter act 9.7% and FLuc modulator -8.2%.
For O=C(CCC(=O)c1cccs1)NCc1ccc(F)cc1 the results were p53 reactivation 0.6%, NPC1 prom act -1.2%, BRCA1 expr up 10.9%, ELG1 genotox -1.7%, RORgamma inh -6.7%, PKM2 act 5.1%, VP16 counter 2.1%, Menin MLL FP TR -0.2%, Giardia kill 7.8, Rab9 promoter act -3.5% and FLuc modulator 1.3%.
Screening O=C(NN1CCN(Cc2ccccc2Cl)CC1)c1ccc(Cl)cc1 returned p53 reactivation -7.0%, NPC1 prom act 5.4%, BRCA1 expr up -13.6%, ELG1 genotox -1.3%, RORgamma inh 1.5%, PKM2 act -21.4%, VP16 counter 0.5%, Menin MLL FP TR -7.3%, Giardia kill 4.3, Rab9 promoter act -3.6% and FLuc modulator 0.7%.
For CCc1ccc(NS(=O)(=O)c2cccc3nonc23)cc1 the results were p53 reactivation 2.7%, NPC1 prom act -5.0%, BRCA1 expr up -14.7%, ELG1 genotox 1.2%, RORgamma inh 38.2%, PKM2 act 1.3%, VP16 counter -4.3%, Menin MLL FP TR -1.9%, Giardia kill 2.3, Rab9 promoter act 2.9% and FLuc modulator -12.7%.
For CC(C)OP(=O)(c1ccc(N(C)C)cc1)C(O)c1ccc(C(C)C)cc1 (configuration not stated) the results were p53 reactivation 3.7%, NPC1 prom act -5.6%, BRCA1 expr up -6.0%, ELG1 genotox -0.9%, RORgamma inh 23.9%, VP16 counter -8.2%, Menin MLL FP TR -17.5%, Giardia kill 7.3, Rab9 promoter act -0.9% and FLuc modulator 1.6%.
`CN1C(=O)c2ccccc2OC1(C)Cc1ccccc1` (configuration not stated) gave p53 reactivation -6.7%, NPC1 prom act 1.1%, BRCA1 expr up -29.2%, ELG1 genotox -2.9%, RORgamma inh 0.6%, PKM2 act -1.4%, VP16 counter -12.2%, Menin MLL FP TR -0.6%, Giardia kill -7.3, Rab9 promoter act -1.8% and FLuc modulator 8.9%.
CCCCOc1ccc(C(=O)NCC(=O)N2CC(C)OC(C)C2)cc1 (configuration not stated) was read as p53 reactivation -1.2%, NPC1 prom act -6.5%, BRCA1 expr up -13.0%, ELG1 genotox 1.7%, Giardia kill 13.9, Rab9 promoter act 0.9% and FLuc modulator 1.1%.
For CCn1c(SCC(=O)NNC(=O)c2ccc(C)cc2)nnc1C(C)C the results were p53 reactivation 4.5%, NPC1 prom act -3.5%, BRCA1 expr up -22.9%, ELG1 genotox -0.6%, RORgamma inh -5.4%, VP16 counter 2.6%, Menin MLL FP TR 11.1%, Giardia kill -2.3, Rab9 promoter act 9.3% and FLuc modulator 4.7%.
For Cc1noc(C)c1S(=O)(=O)Nc1ccc(C#N)cc1 the results were p53 reactivation -6.4%, NPC1 prom act -0.6%, BRCA1 expr up -10.0%, ELG1 genotox -4.6%, RORgamma inh 13.9%, PKM2 act -3.1%, VP16 counter -1.0%, Giardia kill 30.6[activator], Rab9 promoter act 12.4% and FLuc modulator -1.4%.
O=C(O)C1CCC(CNS(=O)(=O)c2ccc(Br)cc2)CC1 (configuration not stated) was read as p53 reactivation -5.1%, NPC1 prom act -1.2%, BRCA1 expr up 5.6%, ELG1 genotox 1.1%, RORgamma inh 4.7%, VP16 counter -5.8%, Menin MLL FP TR 23.6%, Giardia kill 18.6, Rab9 promoter act 1.2% and FLuc modulator -0.4%.
O=C(N/N=C\c1ccc(F)cc1)c1ccc(F)cc1 was read as p53 reactivation 24.1%, NPC1 prom act inconclusive, BRCA1 expr up 11.2µM*, ELG1 genotox inconclusive, RORgamma inh -18.8%, PKM2 act -12.0%, VP16 counter -6.5%, Menin MLL FP TR 2.3%, Giardia kill 7.7, Rab9 promoter act inconclusive and FLuc modulator 19µM*.
NS(=O)(=O)c1ccc(CCNC(=O)C2CCCCC2)cc1 was read as p53 reactivation 4.3%, NPC1 prom act 2.0%, BRCA1 expr up 1.2%, ELG1 genotox -3.3%, RORgamma inh 9.5%, PKM2 act 6.5%, VP16 counter 0.3%, Menin MLL FP TR -5.5%, Giardia kill 22.9, Rab9 promoter act 0.1% and FLuc modulator 0.5%.
For COC(=O)c1ccc(CNC(=O)c2ccc3c(c2)NC(=O)CS3)cc1 the results were p53 reactivation -18.3%, NPC1 prom act -0.4%, BRCA1 expr up 2.9%, ELG1 genotox 16.0%, Giardia kill 11.9, Rab9 promoter act -2.1% and FLuc modulator 3.6%.
For COc1cccc(CCNC(=O)c2cc(COc3c(F)cccc3F)on2)c1 the results were p53 reactivation 21.0%, NPC1 prom act 0.6%, BRCA1 expr up 4.2%, ELG1 genotox -0.2%, RORgamma inh 39.4%, VP16 counter 3.0%, Menin MLL FP TR -0.9%, Giardia kill -16.9, Rab9 promoter act 0.2% and FLuc modulator -7.4%.
For COc1ccc(C(=O)NCCS(=O)(=O)N2CCc3ccccc3C2)cc1OC the results were p53 reactivation -5.1%, NPC1 prom act -3.2%, BRCA1 expr up -2.6%, ELG1 genotox 0.6%, Giardia kill -1.7, Rab9 promoter act -8.0% and FLuc modulator 2.7%.
Cc1ccc(N2C(=O)c3ccccc3C2C(=O)c2ccc(O)cc2O)cc1 (configuration not stated) was read as p53 reactivation -3.9%, NPC1 prom act 2.4%, BRCA1 expr up -17.5%, ELG1 genotox -4.0%, RORgamma inh 0.8%, PKM2 act 3.0%, VP16 counter 2.3%, Menin MLL FP TR inconclusive, Giardia kill -20.0, Rab9 promoter act -1.5% and FLuc modulator -5.3%.
